Screening results deposited in PubChem by several laboratories.
KCNQ1 inh: inhibitors of human KCNQ1 channel, primary screen, cell-based, thallium flux, high-throughput; CHO-K1 KCNQ1, FluxOR thallium flux fluorescence; active compounds read high; B-score at 10 µM; 1.3% of 310,000 active; AID 2642, 2010;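 active = compounds whose thallium flux B-score, printed positive for inhibition, exceeds three library SD while starting fluorescence stays within three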;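 also: channel opened by potassium depolarization with thallium stimulus after 20 min compound exposure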
KCNQ1 pot: potentiators or activators of KCNQ1 channel, primary screen, cell-based, thallium flux, high-throughput; 0.35% of 310,000 active; B-score at 10 µM; Potassium voltage-gated channel subfamily KQT member 1 (Homo sapiens), P51787; CHO-K1 KCNQ1, thallium flux FluxOR fluorescence; active compounds read high; AID 2648, 2010;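 active = fluorescence ratio B-score, a plate-corrected score, at least three library SD, with initial intensity B-score within 5 SD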
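Schedule – 37 °C overnight plating, 90-min dark dye load, 20-min compound pretreatment · System – stable KCNQ1 CHO-K1 line · Probe or stimulus – thallium- and potassium-containing depolarizing buffer · Measured by – kinetic FluxOR fluorescence, 10 s baseline plus 110 s post-stimulus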
DYRK1A inh: rat Dyrk1A kinase inhibitors, primary screen, biochemical, single point, plate reader. Dual specificity tyrosine-phosphorylation-regulated kinase 1A (Rattus norvegicus), Q63470. ADP-Glo luminescence, NFATc1 peptide. inhibition, % at 12.5 µM. 0.43% of 310,000 active; in the data active = inhibition above about 50%;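 also: plate controls were vehicle with enzyme for no effect and no enzyme for full effect; many of its hits are not listed in these tables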
HDAC3 inh: HDAC3 deacetylase inhibitors, primary screen, biochemical, fluorescence, cell-free homogeneous; recombinant HDAC3, fluorogenic peptide/trypsin coupled; inhibition, % at 8.3 µM; 0.15% of 320,000 active; in the data active = inhibition above about 26%, passing the limit was not always enough; inconclusive = no clear call, values can overlap the other calls
TRPC4 potent: positive allosteric modulators of TRPC4, primary screen, cell-based, mouse TRPC4beta, HEK293 mu-opioid, Fluo-4 calcium; DAMGO EC20, Fluo-4 Ca2+ flux; active compounds read high; B-score at 10 µM; 0.42% of 310,000 active;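 active = B-score of calcium response area above 5 SD of library B-scores, with initial fluorescence ratio within 5 SD of library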;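 also: B-score of integrated fluorescence ratio over time as area under calcium response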
ANO1 activ: TMEM16A chloride channel activators or potentiators, primary screen, cell-based, HTS. Anoctamin-1 (Mus musculus), Q8BHY3. HEK293 TMEM16A/YFP-H148Q/I152L, iodide quench fluorescence; active compounds read low. B-score at 10 µM. 0.3% of 340,000 active;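 active = fluorescence-ratio B-score plate-corrected deviation score at least 3 library SD below zero, with starting fluorescence score within 5 deviations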;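 also: channel opened by trigger with iodide after compound preincubation; score built on the fluorescence ratio of max minus min over baseline; more negative score means more quench and so TMEM16A activation or potentiation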
KCNK3 block: human KCNK3 channel inhibitors, primary screen, CHO cells, FluxOR thallium flux, B-score; Potassium channel subfamily K member 3 (Homo sapiens), O14649; FluxOR fluorescence; active compounds read low; B-score at 10 µM; 0.84% of 340,000 active; AID 602410, 2012;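 active = B-score under library mean minus 4 SD, starting fluorescence ratio at most library mean plus 5 SD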;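 also: more negative B-score means stronger inhibition of thallium flux through KCNK3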
Target sequence (O14649 whole entry, looked up): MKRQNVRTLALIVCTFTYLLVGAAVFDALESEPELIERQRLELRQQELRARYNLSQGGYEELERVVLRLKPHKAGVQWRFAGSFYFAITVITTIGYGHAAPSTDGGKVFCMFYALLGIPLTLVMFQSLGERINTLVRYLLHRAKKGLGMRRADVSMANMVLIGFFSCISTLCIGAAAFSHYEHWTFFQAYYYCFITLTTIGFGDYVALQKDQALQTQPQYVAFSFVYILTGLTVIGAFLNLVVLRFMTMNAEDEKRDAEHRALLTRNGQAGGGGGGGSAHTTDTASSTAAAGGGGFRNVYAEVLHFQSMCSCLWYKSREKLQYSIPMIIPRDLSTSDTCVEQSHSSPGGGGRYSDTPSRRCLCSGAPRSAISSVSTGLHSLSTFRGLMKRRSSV
KCNK9 block: KCNK9 potassium channel inhibitors, primary screen, HEK293 cells, thallium flux. AID 488922, 2010. Potassium channel subfamily K member 9 (Homo sapiens), Q9NPC2. FluxOR thallium flux fluorescence; active compounds read low. B-score at 10 µM. 1.2% of 310,000 active;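 active = ratio B-score over 3 SD below the library mean, with starting fluorescence within 5 SD of its mean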;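 also: negative B-score means less thallium flux so channel inhibition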
Target sequence (Q9NPC2 whole entry, looked up): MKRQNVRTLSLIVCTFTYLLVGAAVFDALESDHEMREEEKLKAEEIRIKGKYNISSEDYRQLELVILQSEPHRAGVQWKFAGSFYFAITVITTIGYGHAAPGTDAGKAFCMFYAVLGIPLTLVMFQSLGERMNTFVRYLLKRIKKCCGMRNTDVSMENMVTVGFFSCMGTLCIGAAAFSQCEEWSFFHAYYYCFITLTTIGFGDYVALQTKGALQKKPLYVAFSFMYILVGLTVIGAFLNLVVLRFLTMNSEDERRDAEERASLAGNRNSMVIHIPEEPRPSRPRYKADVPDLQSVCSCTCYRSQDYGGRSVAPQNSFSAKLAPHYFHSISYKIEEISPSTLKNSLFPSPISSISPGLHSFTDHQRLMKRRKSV
TRPC4 agonist: activators of mouse TRPC4 channel, primary screen, Fluo4 calcium, HEK293 TRPC4beta/mu-opioid cells | Short transient receptor potential channel 4 (Mus musculus), Q9QUQ5 | Fluo4 calcium fluorescence; active compounds read high | 0.49% of 310,000 active | B-score at 10 µM;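 active = B-score above 5 SD of library B-scores, and initial fluorescence ratio not above library mean plus 5 SD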;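 also: positive B-score marks a calcium rise read as TRPC4 activation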
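Material: HEK293 stable line with TRPC4beta plus mu-opioid receptor; technique: Fluo4 calcium-sensitive dye fluorescence, kinetic, 1 Hz baseline; timing: Fluo4 dye loading 45 min at room temperature, 110 s recording; controls: assay buffer as low control, maximal DAMGO as high control; read-out: integrated baseline-normalised fluorescence ratio, converted to per-well B score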
ANO1 block: TMEM16A chloride channel inhibitors, primary screen, cell-based, HTS; HEK293 TMEM16A/YFP iodide influx fluorescence, ionomycin; normalized B-score (activity score, 25-100; higher = stronger inhibition) at 10 µM; 1.2% of 310,000 active; AID 588511, 2011;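 active = ratio plate-corrected score three or more library SD toward inhibition, starting fluorescence score within five deviations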;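 also: score derived from kinetic fluorescence span divided by baseline fluorescence per well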
hERG protect: hERG rescue from dofetilide block, primary screen, cell-based, CHO-hERG, FluxOR thallium flux, dofetilide IC70. Voltage-gated inwardly rectifying potassium channel KCNH2 (Homo sapiens), Q12809. AID 1511, 2009. 0.51% of 310,000 active. dofetilide IC70 present. activation (rescue from dofetilide block), less the hit threshold, % at 10 µM;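 active = activation above the mean of controls blocked by dofetilide plus 5 SD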;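 also: thallium influx through hERG after potassium depolarization seen as dye fluorescence rise; in these data hits start at about 4.7%; inactives centre near -7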
* marks the source's active call; other numbers are inactive results; i = inactive; ? = inconclusive; · = no result given; & = joins results of further samples.

SMILES	KCNQ1 inh	KCNQ1 pot	DYRK1A inh	HDAC3 inh	TRPC4 potent	ANO1 activ	KCNK3 block	KCNK9 block	TRPC4 agonist	ANO1 block	hERG protect
O=C(NCc1cccc(Cl)c1)c1cccc(OC2CCN(C(=O)C3CC3)CC2)c1	i	i	0	-3	i	i	i	i	i	100*	-20
CCn1nnnc1NCc1c(OC)ccc2ccccc12	i	i	9	?	i	i	i	i	i	i	-10
Cc1csc(NC(=O)CN(C)S(=O)(=O)c2cccc3cccnc23)n1	i	i	-1	-7	i	i	i	i	i	i	-4
CCc1ccc([C@@H]2CC=C(C(=O)O)[C@H](c3ccccc3F)N2S(=O)(=O)c2ccc(C)cc2)cc1	·	·	0	4	·	i	i	·	·	i	·
Cc1nn(-c2ccccc2)c2c1C1(C(=O)N(C)c3ccccc31)N(c1ccccc1)C(=O)N2 (stereo not drawn)	i	i	-4	-3	i	·	i	i	i	i	-9
CC(=O)c1cccc(NC(=O)C(C)N2CCc3ccccc3C2)c1 (stereo not drawn)	i	i	0	2	i	i	i	i	i	i	-8
NC1=NC(=O)/C(=C/c2c(OS(=O)(=O)c3ccc(Cl)cc3)ccc3ccccc23)S1	i	i	-2	-7	i	i	i	i	i	i	-12
COc1ccccc1Nc1nc(-c2ccccc2)nc2ccccc12	i	i	-5	-8	i	i	i	-7.2*	i	i	-10
COc1ccc(-c2nn(-c3ccccc3C)cc2CNC(C)c2cn(C)nc2C)cc1F (stereo not drawn)	i	i	-3	1	i	i	i	i	118*	i	-13
CC(=O)N1CCc2cc(S(=O)(=O)NC(CC(C)C)C(=O)Nc3cc(C(=O)O)ccc3C)ccc21 (stereo not drawn)	i	i	-4	6	i	i	i	i	i	i	-6
CCC(C)(C)NC(=O)C(c1ccc(O)cc1)N(C(=O)Cn1nnc2ccccc21)c1ccc(NC(C)=O)cc1 (stereo not drawn)	i	i	-5	·	i	i	i	i	i	i	-8
CC(C)n1nnnc1-c1cc(Cl)cc(Cl)c1	i	i	-11	-2	i	i	i	i	i	i	-7
OC(COc1ccccc1)Cn1cc(Br)cn1 (stereo not drawn)	i	i	-6	1	i	i	i	i	i	i	-12
CC(C)c1ccc(NC(=O)C2C3C=CC(CC3)C2C(=O)O)cc1 (stereo not drawn)	i	i	5	-2	i	i	i	i	i	i	-3
COc1cccc(-n2c(SCC(=O)N3CCc4ccccc43)nnc2-c2c[nH]c3ccccc23)c1	i	i	-7	0	i	i	i	i	i	i	-6
CC(C)OC(=O)CCCN1C(=O)c2ccc(N)cc2C1=O	i	i	1	-6	i	i	i	i	i	i	-9
COc1cccc(CNC(=O)CSCC(=O)Nc2ccc(C)cc2)c1	i	i	10	4	i	i	i	i	i	i	-8
Cc1nc(SCCCSc2n[nH]c(C)n2)n[nH]1	i	i	5	-1	i	i	i	i	i	i	-6
COc1cccc(NC(=O)C(NCC(C)(C)CN(C)C)c2ccccc2)c1 (stereo not drawn)	i	i	-2	0	i	i	i	i	i	i	-1
CCOC(=O)c1cnc2ccc(C)cn2c1=O	i	i	6	-39	i	i	i	i	i	i	-8
O=C1CN=C(Nc2ccccc2Cl)N1Cc1ccc2c(c1)OCO2	i	i	11	1	i	i	i	i	i	i	-7
CCN1C(=O)N(CC)C2NC(=S)NC21 (stereo not drawn)	i	i	2	-4	i	i	i	i	i	i	-11
Cc1cc(C(=O)C(C)OC(=O)c2cnccn2)c(C)n1-c1ccccc1 (stereo not drawn)	i	i	-4	-2	i	i	i	i	i	i	-12
CSCCC(NC(=O)/C(=C\c1ccc(Cl)cc1)NC(=O)c1ccccc1)C(=O)O (stereo not drawn)	i	i	-4	5	i	i	i	i	i	i	-6
O=C(c1ccc(S(=O)(=O)N2CCOCC2)cc1)N(c1ccccc1)C1C=CS(=O)(=O)C1 (stereo not drawn)	i	i	-4	-6	i	i	i	i	i	i	-2
CC(=O)N(Cc1ccc(F)cc1)Cc1nc2ccccc2c(=O)[nH]1	i	i	-1	-8	i	i	i	i	i	i	-7
O=C(Nc1cccc(S(=O)(=O)N2CCCCC2)c1)C1CCC1	i	i	-3	-5	i	i	i	i	i	i	-6
CCCCn1nc2cc(C(=O)NCc3ccco3)ccc2c1OCC	i	i	1	-16	i	i	i	i	i	i	-5
CS(=O)(=O)N1N=C(c2cccs2)CC1c1ccccc1F (stereo not drawn)	i	i	-1	0	i	i	i	i	i	i	-3
CCn1ccc(C(=O)NCCCN2CCCC2=O)n1	i	i	-2	-1	i	i	i	i	i	i	-7
O=C(COc1ccc(F)cc1F)Nc1cccnc1	i	i	-8	1	i	i	i	i	i	i	-6
CC1(C)Cc2c(sc3c2c(=N)n(Cc2ccco2)c(=O)n3CC(=O)Nc2cccc(Cl)c2)CO1	i	i	-4	8	i	i	i	i	i	i	-6
COc1ccc(C(=O)NCCc2ccccc2)cc1OC	i	i	-2	2	i	i	i	i	i	i	-3
CCOc1ccc(S(=O)(=O)NCCCN2CCCC2=O)cc1	i	i	-4	-2	i	i	i	i	i	i	-7
CCOC(=O)c1c(C)n(C)c2cc(-c3cccc(C(F)(F)F)c3)c(O)cc12	i	i	-1	6	i	i	i	i	i	i	-1
O=C(NC1CCC(C(=O)O)CC1)OCc1ccccc1 (stereo not drawn)	i	i	0&5	-2&8	i	i	i	i	i	i	-8&-1
COc1ccc(CNC(=O)CCCc2ccccc2)cc1	i	i	-3	-15	i	i	i	i	i	i	0
COc1cccc(N/N=C(\C#N)S(=O)(=O)C(C)(C)C)c1	i	i	4	3	i	i	i	i	i	i	-3
Cc1cccc(C)c1NC(=S)N1CCCN(Cc2ccc(F)cc2)C1	i	i	-2	0	i	i	i	i	i	i	-4
COc1ccc(/C=N/NC(=O)c2nn(-c3ccccc3)c(=O)c3c(N)scc23)cc1	i	i	3	0	i	i	i	i	i	i	-8
CN(C(=O)Cn1nnc2ccccc2c1=O)C1CCCCC1	i	i	2	2	i	i	i	i	i	i	-1
COCCn1c(SCC(=O)NC2CCCC2)nnc1-c1ccco1	i	i	-3	0	i	i	i	i	i	i	-8
O=C(Nc1cnn(Cc2ccc(F)cc2)c1)c1cc(-c2cccs2)on1	i	i	-2	4	i	i	i	i	i	i	-10
O=[N+]([O-])c1cccc(-n2nncc2-c2ccccc2)c1	i	i	-4	-1	i	i	i	i	i	i	2
Cc1n[nH]c(C)c1S(=O)(=O)N1CCCC(C(=O)NC2CCCc3ccccc32)C1 (stereo not drawn)	i	i	-15	1	i	i	i	i	i	i	-7
CCOc1c2ccc(C(=O)NCc3ccc4c(c3)OCO4)cc2nn1C	i	i	10	-12	i	i	i	i	i	i	-1
COc1ccc(Br)cc1S(=O)(=O)n1ccnc1C	i	i	-1	2	i	i	i	i	i	i	-7
CCC(NC(=S)NCc1ccccc1)C(=O)O (stereo not drawn)	i	i	-2	8	i	i	i	i	i	i	-7

Structural class: the compounds so far with bromine
SMILES	KCNQ1 inh	KCNQ1 pot	DYRK1A inh	HDAC3 inh	TRPC4 potent	ANO1 activ	KCNK3 block	KCNK9 block	TRPC4 agonist	ANO1 block	hERG protect
OC(COc1ccccc1)Cn1cc(Br)cn1 (stereo not drawn)	i	i	-6	1	i	i	i	i	i	i	-12
COc1ccc(Br)cc1S(=O)(=O)n1ccnc1C	i	i	-1	2	i	i	i	i	i	i	-7

(cont.)
SMILES	KCNQ1 inh	KCNQ1 pot	DYRK1A inh	HDAC3 inh	TRPC4 potent	ANO1 activ	KCNK3 block	KCNK9 block	TRPC4 agonist	ANO1 block	hERG protect
O=C(NCc1ccncc1)Nc1cccc([N+](=O)[O-])c1	i	i	6	4	i	i	i	i	i	i	-18
Nc1cn(C2OC(CO)C(O)C2O)c(=O)[nH]c1=O (stereo not drawn)	i	i	10	?	i	i	i	i	i	i	-8
CCN(CC)C(=O)Cn1cnc2sc(C(=O)Nc3cc(OC)c(OC)c(OC)c3)c(C)c2c1=O	i	i	10	·	i	i	i	i	i	i	-5
CCC(C)Cn1c(C(C)C)nc2ccccc21 (stereo not drawn)	i	i	-2	-6	i	i	i	i	i	i	-7
Cc1ccc(-c2nnc(SCC(=O)N/N=C/c3ccccc3C(=O)O)n2C2CCCCC2)cc1	i	i	·	-3	i	i	i	i	i	i	-11
CCOC(=O)c1cn[nH]c1NC(=S)Nc1ccc(OC)cc1	i	i	-8	8	i	i	i	i	i	i	-10
C=CCn1c(SCC(=O)Nc2ccccc2)nnc1-c1cccc(S(=O)(=O)N2CCOCC2)c1	i	i	0	-6	i	i	i	i	i	i	-16
O=C(CSc1ccc2nnc(-c3ccccn3)n2n1)Nc1ccc(F)cc1F	i	i	10	-8	i	i	i	i	i	i	-8
Cn1c(SCC(=O)Nc2cccnc2)nnc1-c1ccccc1F	i	i	-2	-7	i	i	i	i	i	i	-7
O=C(CN1CC(=O)Oc2ccccc21)OCC(=O)c1ccc(F)cc1	i	i	-4	·	i	i	i	i	i	i	2
COc1ccc(CN(C)C(=O)c2ccccc2Sc2ccccc2C#N)cc1OC	i	i	-1	2	i	i	i	i	i	i	-15
COc1ccc(Cl)cc1NC(=S)NCCSc1ccc(C)cc1	i	i	-7	9	i	i	i	-8.1*	i	100*	-8
CCC(CO)N=CC1=C(O)CC(c2ccccc2)CC1=O (stereo not drawn)	i	i	-2	-3	i	i	i	i	i	i	3
O=C(CSc1nc2ccccc2o1)NC(=O)NCc1ccccc1	i	i	9	-4	i	i	i	i	i	i	-2
OC(COCCC12CC3CC(CC(C3)C1)C2)CN1CCCCC1 (stereo not drawn)	i	i	-4	0	i	i	i	i	i	i	-3
C=C(C)Cn1c(=O)c2c(nc3n2CCN3c2cccc(Cl)c2C)n(C)c1=O	i	i	-6	2	i	i	i	i	i	i	-10

These rows are one share of the data. The share of hits here may be higher or lower than overall.
